# From PubChem BioAssay
# TROY signal inh: inhibitors of TROY-driven NF-kB signaling, primary screen, Q293 LMP1-TROYcd cells, NF-kB luciferase, uHTS. Q293 LMP1-TROYcd NF-kB luciferase reporter, 4 h. 360,000 tested, 0.98% active. AID 1347056, 2019. inhibition, % at 10 µM;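 active means compounds whose plate-normalised and pattern-corrected inhibition of the luciferase reporter signal at the single screening dose is 50% or more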
# Vif inh: HIV Vif self-association inhibitors, primary screen, imaging, HEK293T, single point | HEK293T cells, Vif self-association by quenched fluorescence, 24 h | inhibition, % at 7.49 µM | AID 602346, 2012 | 340,000 tested, 0.35% active; in the data active means inhibition above about 50%, passing the limit was not always enough; further: some results filed as inactive read as strong as hits
# NOD2-RIPK2 inh: NOD2-RIPK2 binding disruptors in cells, primary screen, fluorescence, CHO cells, BLA complementation; Receptor-interacting serine/threonine-protein kinase 2 (Homo sapiens), O43353; CCF4 ratio; inhibition, % at 4.98 µM; 360,000 tested, 0.38% active; AID 624267, 2012; in the data active means inhibition above about 21%;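 further: 0% = vehicle only and 100% = reference blocker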
# TRAIL sens C8: viability loss with TRAIL in NB7+C8 cells, primary screen, TRAIL sensitizer project, cell-based, ATPlite luminescence; inhibition (viability loss, TRAIL sensitization), % at 10 µM; 360,000 tested, 1% active;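 active means compounds causing at least 50% loss of cell viability in the single-dose screen, relative to plate controls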
# LMP1 NFkB inh: EBV LMP1-driven NF-kappaB luciferase reporter inhibitors, primary screen, cell-based, luminescence, single point. LMP1-induced NF-kappaB luciferase reporter cells. inhibition, % at 12.5 µM. 350,000 tested, 0.69% active. AID 504558, 2011; in the data active means inhibition above about 41%;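 further: 0% = neutral control wells and 100% = reference inhibitor control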
# NR5A2 inv ag: LRH-1 (NR5A2) inverse agonists, primary screen, cell-based, luminescence, HEK293T, StAR-luciferase reporter. Nuclear receptor subfamily 5 group A member 2 (Homo sapiens), O00482. LRH-1 transfected, 24 h. inhibition, % at 3.6 µM. 360,000 tested, 0.13% active. AID 602396, 2012;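 active means inhibition above the mean inhibition of all tested compounds plus 3 SD, cut at about 73% in these data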;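 further: 0% = DMSO wells and 100% = reporter-only cells lacking LRH-1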
# TLR9-MyD88 inh: inhibitors of TLR9-MyD88 association in cells, primary screen, cell-based, CHO, BLA complementation, fluorescence; 340,000 tested, 0.21% active; Toll-like receptor 9 (Homo sapiens) + Myeloid differentiation primary response protein …; inhibition, % at 4.98 µM; AID 504734, 2011; CCF4 FRET ratio;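 active means inhibition above the mean over all tested compounds plus 3 SD, cut at about 21% in these data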;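 further: 0% = DMSO only wells and 100% = clavulanate BLA inhibitor control wells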
# NCOA1 inh: SRC1 coactivator transcriptional activity inhibitors, primary screen, cell-based, luminescence | Nuclear receptor coactivator 1 (Homo sapiens), Q15788 | inhibition, % at 3.6 µM | HEK293 GAL4-SRC1 luciferase reporter | 360,000 tested, 0.12% active | AID 588354, 2011;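 active means inhibition above the campaign mean plus 3 SD, with each screening campaign given its own cutoff, cut at about 60% in these data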;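 further: 0% = DMSO treated cells and 100% = gossypol at 36 µM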
# NCOA3 inh: SRC3 coactivator transcriptional activity inhibitors, primary screen, cell-based, luminescence. Nuclear receptor coactivator 3 (Homo sapiens), Q9Y6Q9. HEK293 GAL4-SRC3 luciferase reporter. 360,000 tested, 0.17% active. inhibition, % at 3.6 µM. AID 588352, 2011;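 active means inhibition above a per-campaign cutoff, the mean of all compounds plus 3 SD, cut at about 60% in these data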;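 further: 0% = DMSO-treated cells and 100% = gossypol-treated cells at 36 µM; higher means less SRC3-driven luciferase light from the GAL4 reporter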
# COUP-TFII inh: NR2F2 transcriptional activity inhibitors, primary screen, cell-based, luciferase reporter, HEK293T, luminescence. COUP transcription factor 2 (Homo sapiens), P24468. AID 686940, 2013. inhibition, % at 8.6 µM. 370,000 tested, 0.7% active. HEK293T NGFI-A luciferase reporter;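 active means inhibition above a per-plate cutoff, mean inhibition of test wells between control levels plus 3 SD, cut at about 38% in these data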;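 further: cells cotransfected with COUP-TFII expression vector driving the NGFI-A reporter; 0% = median of COUP-TF2 test wells and 100% = reporter-only cells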
# NCOA2 inhibitor: inhibition of GAL4-SRC2 driven luciferase reporter, primary screen, SRC2 inhibitor project, cell-based, luminescence; AID 651957, 2012; inhibition, % at 9 µM; 370,000 tested, 0.17% active; HEK293 GAL4-SRC2 luciferase reporter;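 active means inhibition above the mean inhibition of all tested compounds plus 3 SD, set per campaign, cut at about 52% in these data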;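 further: 0% = DMSO treated cells and 100% = cells given Gossypol at 36 µM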
# Target sequence (Q15596 whole entry, looked up, the tested form may be a part): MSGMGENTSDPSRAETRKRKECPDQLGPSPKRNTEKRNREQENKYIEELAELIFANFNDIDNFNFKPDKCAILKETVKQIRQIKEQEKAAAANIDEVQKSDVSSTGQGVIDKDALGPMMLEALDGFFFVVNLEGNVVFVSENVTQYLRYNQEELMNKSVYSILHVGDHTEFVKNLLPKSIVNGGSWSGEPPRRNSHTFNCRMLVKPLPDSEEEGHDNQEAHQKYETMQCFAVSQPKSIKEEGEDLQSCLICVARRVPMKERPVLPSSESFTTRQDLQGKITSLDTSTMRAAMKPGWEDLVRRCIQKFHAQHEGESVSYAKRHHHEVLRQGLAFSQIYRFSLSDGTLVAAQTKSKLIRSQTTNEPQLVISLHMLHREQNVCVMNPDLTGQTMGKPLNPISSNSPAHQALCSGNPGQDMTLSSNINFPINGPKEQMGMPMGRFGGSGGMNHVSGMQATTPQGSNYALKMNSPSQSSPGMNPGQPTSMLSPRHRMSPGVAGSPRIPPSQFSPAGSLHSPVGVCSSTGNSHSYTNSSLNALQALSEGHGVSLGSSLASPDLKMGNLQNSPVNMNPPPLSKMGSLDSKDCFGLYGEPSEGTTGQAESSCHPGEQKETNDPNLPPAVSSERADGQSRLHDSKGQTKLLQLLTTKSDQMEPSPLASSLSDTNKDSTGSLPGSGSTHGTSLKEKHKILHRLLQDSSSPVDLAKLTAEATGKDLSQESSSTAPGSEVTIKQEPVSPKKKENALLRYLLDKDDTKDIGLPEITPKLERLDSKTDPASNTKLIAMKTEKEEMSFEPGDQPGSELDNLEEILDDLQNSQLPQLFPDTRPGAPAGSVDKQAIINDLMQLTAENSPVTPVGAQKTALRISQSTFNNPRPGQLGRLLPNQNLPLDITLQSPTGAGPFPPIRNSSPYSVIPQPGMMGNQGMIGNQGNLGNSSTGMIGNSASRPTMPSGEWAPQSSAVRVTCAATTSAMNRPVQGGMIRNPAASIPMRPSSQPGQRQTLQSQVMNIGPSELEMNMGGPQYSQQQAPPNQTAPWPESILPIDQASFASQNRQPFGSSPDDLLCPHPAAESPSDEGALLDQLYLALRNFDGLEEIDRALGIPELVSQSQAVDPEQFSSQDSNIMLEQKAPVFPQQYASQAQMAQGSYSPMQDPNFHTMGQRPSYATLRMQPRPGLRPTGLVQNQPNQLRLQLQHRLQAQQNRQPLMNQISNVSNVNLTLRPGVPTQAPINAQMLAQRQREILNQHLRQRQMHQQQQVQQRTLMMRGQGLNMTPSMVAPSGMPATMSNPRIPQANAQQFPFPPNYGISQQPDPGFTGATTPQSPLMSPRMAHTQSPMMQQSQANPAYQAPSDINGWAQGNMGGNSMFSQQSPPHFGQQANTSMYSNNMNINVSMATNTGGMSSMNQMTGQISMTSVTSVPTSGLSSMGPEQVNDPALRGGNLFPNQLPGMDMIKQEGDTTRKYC
# * marks the source's active call; other numbers are inactive results; / = no result given.
SMILES,TROY signal inh,Vif inh,NOD2-RIPK2 inh,TRAIL sens C8,LMP1 NFkB inh,NR5A2 inv ag,TLR9-MyD88 inh,NCOA1 inh,NCOA3 inh,COUP-TFII inh,NCOA2 inhibitor
Cc1ccc(NC(=O)CSCC(=O)N2CCN(C(=O)c3ccco3)CC2)cc1,-6,3,8,11,6,-6,3,-2,19,-5,18
CCCC(=O)NCCc1cc2ccc(C)c(C)c2[nH]c1=O,-14,/,-4,-13,-8,8,5,-36,-20,-3,-4
O=C(OC(C(=O)NCc1ccc2c(c1)OCO2)c1ccccc1F)c1ccco1 (centres undefined),-14,4,2,22,4,-40,-5,0,-42,3,-14
COc1ccc(S(=O)(=O)N(C)C[C@@H]2OCc3cnnn3CCCC(=O)N([C@H](C)CO)C[C@H]2C)cc1,-8,12,-8,11,-2,14,-4,13,12,7,22
CCOC(=O)c1sc(NC(=O)CN(CC)CC)c(C(=O)OCC)c1C,7,5,-7,4,3,19,-3,11,13,-15,14
CCCc1c(-c2cccc(Cl)c2)ncn1Cc1ccccc1OC,4,/,0,10,/,4,/,/,/,13,4
O=C(O)CCN(Cc1ccccc1)S(=O)(=O)c1ccc(Cl)cc1F,5,5,-3,-5,-3,-4,4,-14,3,16,-16
Cn1c(C(C#N)/C(=N\S(=O)(=O)c2cccs2)c2ccccc2)nc2ccccc21 (centres undefined),-21,0,-1,-1,3,3,0,4,-4,-7,-15
CCC(NC(=O)CN1CCN(C(=O)c2cccs2)CC1)c1ccc(C)cc1 (centres undefined),10,3,7,-6,2,-29,-12,-21,2,9,-4
COc1ccccc1CNC(=O)c1cc2ccccc2oc1=O,-25,-1,-4,1,0,-6,-5,-5,-10,-1,-9
COc1cccc(NC(=O)CN(C)C(=O)/C=C/c2ccc(S(=O)(=O)N3CCCCCC3)cc2)c1,-9,/,-10,-2,-11,-12,0,-6,0,1,3
O=C(OCC(=O)N1CCCc2ccccc21)c1ccc(S(=O)(=O)C(F)F)cc1,10,-5,-7,-6,0,4,-9,0,-7,-9,24

# Look-ups from the entries so far.
# Entry of COc1cccc(NC(=O)CN(C)C(=O)/C=C/c2ccc(S(=O)(=O)N3CCCCCC3)cc2)c1 in NCOA2 inhibitor: 3
# Entry of O=C(O)CCN(Cc1ccccc1)S(=O)(=O)c1ccc(Cl)cc1F in NOD2-RIPK2 inh: -3

# The list continues.
SMILES,TROY signal inh,Vif inh,NOD2-RIPK2 inh,TRAIL sens C8,LMP1 NFkB inh,NR5A2 inv ag,TLR9-MyD88 inh,NCOA1 inh,NCOA3 inh,COUP-TFII inh,NCOA2 inhibitor
CCc1ccc2nc(SCC(=O)N3CCCCC3)c(C#N)cc2c1,-15,-7,10,-8,-13,-27,1,-63,-20,-6,-55
COc1ccc(CCC(=O)N2CC(C)OC(C)C2)cc1 (centres undefined),-10,1,-13,10,-2,10,-6,5,-4,-13,18
O=S(=O)(Nc1ccccc1)c1ccc(S(=O)(=O)N2CCCC2)cc1,1,-1,3,-4,0,16,5,-18,23,-6,18
Cc1c(Cl)cccc1NC(=S)N1CCC(N(C)CC2CCCO2)CC1 (centres undefined),5,5,-14,3,4,-3,3,6,1,-2,13
CC(C)(C)c1nc(SCC(=O)c2ccccc2)c2ccccc2n1,13,-7,2,2,-8,-18,10,-20,-35,-31,-52
CC1(C)Cc2c(C#N)c(OCC(=O)c3ccccc3)nc(-c3ccoc3)c2CO1,-9,-18,-14,-15,-2,-5,0,-2,-8,2,-4
CC(C)(C)CC(=O)N1CCN(Cc2ccc3c(c2)OCO3)CC1,-1,-2,1,-4,22,-6,1,5,-20,-14,-4
COc1ccccc1NC(=O)CSc1nc(O)cc(=O)n1-c1ccccc1OC,-2,-1,-10,6,-4,8,4,-11,7,10,-15
CCOc1ccc(N(CC(=O)NCc2ccco2)S(C)(=O)=O)cc1,30,-25,3,-11,-3,-19,-11,-11,5,-7,-3
O=C(NCC1CCCO1)Nc1ccc(Cl)cc1 (centres undefined),/,5,0,-1,-10,-45,-10,-83,-40,-12,-12
COc1ccc(-c2nnn(CC(=O)NCc3ccc4c(c3)OCO4)n2)cc1OC,-13,-9,2,-4,-4,-12,0,-18,10,11,8
Cc1ccc(CNC(=O)Cc2cn(C)c3ccccc23)cc1,6,4,-6,19,2,-4,9,-13,-22,-20,-17
O=c1sc2ccccc2c(=O)n1Cc1ccccc1F,7,8,-11,-2,1,0,6,-30,15,5,-30
O=C(Nc1ccncc1)c1ccc2c(c1)C(=O)N(CC1CCCO1)C2=O (centres undefined),-1,2,-7,9,-8,-9,-3,12,21,10,25
COCCCn1c(SCC(=O)Nc2nnc(C)s2)nnc1-c1ccoc1C,5,26,-8,1,-4,-2,6,-6,4,-10,1
Cc1n[nH]c(C)c1Cc1c(F)cccc1Cl,-22,-2,-6,-3,5,2,0,-4,-9,12,23
O=C(NCc1ccccc1Cl)C1CCCN(S(=O)(=O)c2cccc3nonc23)C1 (centres undefined),-6,10,-13,14,5,-8,-4,-12,5,-8,-19
COc1cccc(OCc2cc(C(=O)N3CCN(C4CCCCC4)C(=O)C3)no2)c1,0,10,-14,1,-3,-2,0,11,-5,-4,-11
CN(CC(=O)NCc1ccncc1)S(=O)(=O)c1ccccc1,-1,6,0,-23,-1,4,0,2,7,-10,-17
COC(C[C@@H]1O[C@H]1[C@@H](O)[C@@H](C)OCc1ccccc1)OC,-6,4,2,2,6,-8,8,-2,7,-9,-15
Cc1nc(Cl)c(S(N)(=O)=O)c(C)c1Cl,-9,-6,-3,-8,-6,3,/,-15,4,2,-1
O=C(Oc1ccc(Br)cc1)C1CCN(C2=NS(=O)(=O)c3ccccc32)CC1,-2,-1,8,-6,7,14,6,7,-3,-14,-27
O=C(Sc1ccc(Cl)cc1)c1ccccn1,1,-1,-3,2,-4,-1,-1,-23,11,-17,1
CN(C)/C=N/NC(=O)c1ccccc1Cl,4,9,3,-11,-3,-8,7,-14,20,-2,16
CCc1cc2c3c([nH]c2cc1S(=O)(=O)N1CCC2(CC1)OCCO2)CCCC3=O,5,20,-13,11,6,5,-19,9,-16,14,5
NC(=O)COC(=O)/C=C/c1cccc(Br)c1,-6,7,-14,5,-1,-13,-1,-35,-3,-1,25
O=C(OCc1nnc(-c2ccccc2)o1)c1cc([N+](=O)[O-])ccc1Cl,-30,0,-1,0,-1,21,-11,7,11,-8,-24
CCc1ccc(N(CC(=O)NC2CCCCC2)C(=O)CCC(=O)Nc2ccccn2)cc1,-7,-8,-16,-11,-3,12,-5,14,-13,-13,-14
O=C(N/N=C/c1cc([N+](=O)[O-])cc([N+](=O)[O-])c1O)/C(=C\c1cccs1)NC(=O)c1ccccc1,2,9,-3,-2,1,-22,2,0,20,-10,6
O=C(c1ccc(NC(=S)NCc2ccco2)cc1)N1CCOCC1,-8,1,2,-5,4,9,15,-60,2,-8,-9
CCCN1CCN(CCCNC(=O)C(CC)n2nc(C)c3sc4ccccc4c3c2=O)CC1 (centres undefined),4,3,0,9,-10,-21,-12,-33,-19,-10,-26
CCCc1c(Cc2cccc(F)c2)ncn1Cc1cccc(-c2ccccc2)c1,/,/,-9,-5,/,8,/,/,/,0,20
CCN(CC)S(=O)(=O)c1ccc(C(=O)Nc2nnc(NC(=S)Nc3ccccc3)s2)cc1,10,-17,-7,16,2,11,10,-4,14,-3,0
C[C@H](NC(=O)C1CCN(S(=O)(=O)c2ccccc2)CC1)C(=O)NCc1ccncc1,3,0,1,5,4,-2,-1,12,-8,-4,11
O=C(NCc1ccccn1)c1ccc(/C=N/O)nc1,2,3,-3,-2,7,2,2,-4,17,-16,-20
COc1ccc(/C(C)=N/NC(=O)CNC(=O)c2cccs2)cc1,-2,-1,-3,-1,2,3,4,-14,-3,0,17
CC1CCCN(CCOc2cccc(Oc3ccccc3)c2)C1 (centres undefined),-24,4,-2,-21,-9,3,-3,-16,0,-12,18
N#CCCn1nc(Cc2cccc3ccccc23)c(C#N)c1N,-21,4,-3,-9,-2,-11,-6,-11,-8,0,-21
Cc1cc2ccccn2c1C(=O)c1ccccc1Br,-6,-3,2,-5,-8,24,-4,-24,-7,12,-13
COc1ccc(C)cc1Cn1c(S(C)(=O)=O)nc2ccccc21,15,13,-11,-9,-3,-6,1,1,-32,-3,-2
CC(OCc1ccccc1)C(NC(=O)OC(C)(C)C)C(=O)NCC1CCCO1 (centres undefined),0,-3,-13,-6,5,11,-2,8,6,22,-2
N#Cc1sc2nccc(Nc3ccccc3)c2c1N,30,-2,-10,-12,/,42,/,72*,64*,36,42
Cc1ccc(S(=O)(=O)NCC2COc3ccccc3O2)cc1 (centres undefined),10,-8,-17,2,-12,1,10,-13,15,-2,-17
CCOC(=O)Cc1nn(C)c(=O)c2ccccc12,8,2,2,-1,0,-23,2,-4,4,1,-6
CC(=O)N(Cc1cc2c(C)cc(C)cc2[nH]c1=O)C1CCCCC1,0,41,3,-5,-1,16,-6,-2,20,6,-2
O=C1C/C(=C/NCc2ccccc2)C(=O)N1,-12,-1,-14,-22,0,1,-16,13,8,21,-5
CCOC(=O)C1CCCCN1C(=O)CCn1nnnc1CN1CCOCC1 (centres undefined),8,-2,-8,9,-5,2,10,-9,-6,-11,13
Cc1ccc(C)c(N2CCN(C(=O)c3ccc4c(c3)c(C)c(C)n4C)CC2)c1,31,-4,-12,5,2,-8,-8,20,-2,2,34
CCC1=NN(S(=O)(=O)c2ccc(C)cc2)C(O)(C(F)(F)F)C1 (centres undefined),2,5,1,-6,2,-18,15,-16,1,28,-16
CCOC(=O)[C@]12CCC=C1N(Cc1cccc3ccccc13)C(=O)[C@H](CC(=O)N1CCN(C(=O)C3CC3)CC1)C2,-14,/,14,-2,/,-1,/,/,/,-11,-6
CC(C)(C)C(=O)Nc1ccccc1N1CCN(c2ccc(F)cc2)CC1,8,-12,-9,-3,14,9,5,15,-3,-9,-19
CCOC(=O)C1(Cc2ccc(Cl)cc2)CCN(Cc2ccon2)CC1,-4,/,-12,3,3,3,3,-11,17,-5,-3
Cc1ccc(NC(=O)COc2ccc(N(C)S(=O)(=O)c3ccc(F)cc3)cc2)cc1,23,1,2,-1,3,2,6,1,13,1,12
COCC1CCCN(C(=O)c2ccc3oc(CCCc4ccccc4)nc3c2)C1 (centres undefined),-4,-4,2,14,9,2,3,-14,-12,10,-6

# Not all compounds are listed; count on the stated rates, not on these rows.
